Bioassay records deposited in PubChem by several laboratories.
BH1578 lux ind: inducers of Vibrio cholerae quorum light production without autoinducers, primary screen, BH1578 luxS cqsA deficient, single point. activation, % at 18.7 µM. V. cholerae BH1578 lux reporter, luminescence, 6 h. 0.16% of 350,000 active; in the data active means activation mostly above about 9.7%, no sharp cut-off; further: not every result past the cut was called active; inactives centre near 0; reference of the scale not given here
Rv3671c protease: Rv3671c serine protease inhibitors, primary screen, biochemical, fluorescence polarization, M. tuberculosis H37Rv; P9WHR9; inhibition, % at 5.96 µM; 0.048% of 320,000 active; AID 2606, 2010; in the data active means inhibition above about 38%;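 further: extracellular domain of Rv3671c used as enzyme; 0% = enzyme with DMSO and 100% = no enzyme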
Mtb UGM inh: M. tuberculosis UGM enzyme inhibitors, primary screen, biochemical, fluorescence polarization, single point; UDP-galactopyranose mutase (Mycobacterium tuberculosis (strain ATCC 25618 / H37Rv)), …; purified UGM, fluorescence polarization probe displacement; inhibition, % at 10 µM; 0.06% of 320,000 active; AID 504406, 2011; in the data active means inhibition above about 10%, passing the limit was not always enough
Target sequence (P9WIQ1 whole entry, looked up): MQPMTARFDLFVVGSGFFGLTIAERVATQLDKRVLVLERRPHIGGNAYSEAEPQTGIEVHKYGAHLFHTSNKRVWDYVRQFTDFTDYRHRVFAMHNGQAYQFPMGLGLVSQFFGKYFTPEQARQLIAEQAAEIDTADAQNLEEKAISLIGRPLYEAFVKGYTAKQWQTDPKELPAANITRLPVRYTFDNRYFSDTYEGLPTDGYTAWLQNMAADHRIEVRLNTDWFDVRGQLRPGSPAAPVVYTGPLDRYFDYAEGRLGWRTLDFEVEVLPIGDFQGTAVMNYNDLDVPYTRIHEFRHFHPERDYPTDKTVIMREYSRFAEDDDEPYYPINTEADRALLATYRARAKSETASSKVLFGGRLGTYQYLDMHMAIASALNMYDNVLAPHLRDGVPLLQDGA
SSB-PriA inh: inhibitors of Klebsiella pneumoniae PriA binding to SSB C-terminal tail, primary screen, biochemical, AlphaScreen; AlphaScreen SSBct-PriA binding, biotinylated peptide; 0.6% of 430,000 active; PriA–SSB C-terminal tail interaction (Klebsiella pneumoniae); inhibition, % at 33 µM; in the data active means inhibition mostly above about 37%, no sharp cut-off; inactive means mostly below about 20%;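 further: plate controls were negative control peptide for no effect and reference peptide for full effect; strong numbers were not always called active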
Mtb BioA inh: M. tuberculosis BioA enzyme inhibitors, primary screen, biochemical, plate reader, single point, HTS. 7,8-diaminopelargonic acid synthase BioA (Mycobacterium tuberculosis). purified M. tuberculosis BioA enzyme. inhibition, % at 9.99 µM. 0.096% of 360,000 active. AID 602481, 2012; in the data active means inhibition above about 40%
3CLpro inhibitor: SARS-CoV 3CLpro protease inhibitors, primary screen, biochemical, quenched FRET | Replicase polyprotein 1ab (Severe acute respiratory syndrome coronavirus), P0C6X7 | recombinant SARS-CoV 3CLpro, quenched FRET peptide cleavage | inhibition, % at 6 µM | 0.14% of 290,000 active | AID 1706, 2009; in the data active means inhibition above about 12%
MazEF act: activators of E. coli MazEF toxin-antitoxin RNase, primary screen, biochemical, fluorescence, uHTS; activation, % at 20 µM; FAM/BHQ RNA-DNA oligo cleavage fluorescence, 5 h; 0.32% of 350,000 active; Endoribonuclease toxin MazF (Escherichia coli (strain K12)), P0AE70; in the data active means activation above about 50%
Target sequence (P0AE70 whole entry, looked up): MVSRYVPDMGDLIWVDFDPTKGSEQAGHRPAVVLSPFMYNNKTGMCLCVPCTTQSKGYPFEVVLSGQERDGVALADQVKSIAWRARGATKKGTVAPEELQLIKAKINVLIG
Mtb FBA inh: Mtb FBA enzyme inhibitors, primary screen, biochemical, fluorescence, strain H37Rv; purified M. tuberculosis FBA, fluorescence read-out; Fructose-bisphosphate aldolase (Mycobacterium tuberculosis (strain ATCC 25618 / H37Rv)), …; 2.3% of 360,000 active; inhibition, % at 1 µM; in the data active means inhibition above about 27%;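 further: 0% = vehicle and 100% = reference inhibitor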
Target sequence (P9WQA3 whole entry, looked up): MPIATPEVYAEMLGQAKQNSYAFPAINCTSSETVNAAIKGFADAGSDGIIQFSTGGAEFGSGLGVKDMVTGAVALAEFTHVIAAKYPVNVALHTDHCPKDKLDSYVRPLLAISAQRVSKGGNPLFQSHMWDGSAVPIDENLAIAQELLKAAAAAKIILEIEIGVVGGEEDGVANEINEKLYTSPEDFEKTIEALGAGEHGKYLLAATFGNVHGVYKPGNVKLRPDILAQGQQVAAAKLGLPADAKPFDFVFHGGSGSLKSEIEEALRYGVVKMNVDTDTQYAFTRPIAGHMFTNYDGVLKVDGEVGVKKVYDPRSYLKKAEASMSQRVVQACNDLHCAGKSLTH
DUSP3 inh: VHR1 phosphatase inhibitors, primary screen, biochemical, absorbance, uHTS; inhibition, % at 13.3 µM; 0.52% of 290,000 active; Dual specificity protein phosphatase 3 (Homo sapiens), P51452; recombinant VHR phosphatase, pNPP absorbance; in the data active means inhibition above about 50%; further: some compounds called inactive have numbers as strong as hits
Target sequence (P51452 whole entry, looked up): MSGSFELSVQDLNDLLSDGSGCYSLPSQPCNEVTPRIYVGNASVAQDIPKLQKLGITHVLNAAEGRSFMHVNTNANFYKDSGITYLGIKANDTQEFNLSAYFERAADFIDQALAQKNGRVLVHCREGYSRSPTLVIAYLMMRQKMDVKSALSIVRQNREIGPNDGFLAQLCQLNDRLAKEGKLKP
GDH-TPI counter: GDH-TPI coupling enzyme inhibitors, primary screen, artefact control for M. tuberculosis FBA inhibitor project, biochemical, absorbance, full deck; 1.2% of 360,000 active; GDH-TPI coupled enzyme counterscreen, NADH absorbance; AID 588335, 2011; inhibition, % at 4.8 µM; in the data active means inhibition above about 30%;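 further: 0% = DMSO wells and 100% = wells lacking the enzyme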
The depositor's hits bear a star; i = inactive; · = not tested or not shown; & = joins results of further samples.

SMILES | BH1578 lux ind | Rv3671c protease | Mtb UGM inh | SSB-PriA inh | Mtb BioA inh | 3CLpro inhibitor | MazEF act | Mtb FBA inh | DUSP3 inh | GDH-TPI counter
CCN(CC(=O)NCc1cccs1)C(=O)/C=C/c1cc(OC)c(OC)c(OC)c1 | 14 | · | · | 3 | -3.0 | · | -2 | 14 | · | -5
Cc1ccc(C(=O)NCC(=O)OCC(=O)c2ccc(Cl)s2)cc1 | 5.3 | -6 | 1.1 | -2 | · | · | -1 | 0 | · | -1
CC1(C(=O)NS(=O)(=O)c2ccc(Cl)cc2)CCN1C(=O)Cc1ccc(-c2ccccc2)cc1 (centres undefined) | -4.5 | · | · | · | 0.9 | · | · | -1 | · | 1
COc1ccccc1N1CCN(C(=S)NC(=O)/C=C/c2ccc(F)cc2)CC1 | -0.9 | 2 | 0.7 | 8 | 2.9 | 3 | 4 | 3 | 30 | 1
Cc1cc(C)cc(NC(=O)C(OC(=O)c2ccc([N+](=O)[O-])o2)c2ccccc2)c1 (centres undefined) | -0.1 | -2 | -0.7 | 1 | -0.3 | 0 | 3 | -1 | -5 | -3
Cc1ccc(C)c(S(=O)(=O)NCC(c2ccc3c(c2)OCO3)N2CCOCC2)c1 (centres undefined) | 0.8 | -7 | 8.3 | -20 | 0.3 | · | 1 | 3 | · | -12
N#Cc1ccc(CN2CCN(C(=O)CNC(=O)Cc3cccc4ccccc34)CC2)cc1 | i | · | · | -2 | 0.4 | · | -4 | 0 | · | -2
COc1ccc(C(=O)Nc2ccc(Cl)cc2C(=O)NCCN2CCOCC2)cc1 | i | -3 | 1.8 | -9 | 0.5 | -1 | 2 | 10 | 1 | 7
COc1ccc(S(=O)(=O)N(C)C)cc1NC(C)C(=O)Nc1cccc(C#N)c1 (centres undefined) | -1.4 | -2 | -2.9 | 4 | · | 3 | -4 | 3 | 4 | 3
Cc1csc(SCC(=O)Nc2ccc(F)cc2Cl)n1 | i | 10 | 2.0 | · | 0.4 | · | 0 | 4 | · | 3
COc1ccc(-n2c(C)nc3cc(C(=O)NCCN4CCOCC4)ccc32)cc1 | i | 4 | 3.0 | -10 | 1.1 | -2 | -1 | -2 | 8 | -4
CCOC(=O)c1oc2ccccc2c1NC(=O)c1ccc(Cl)s1 | -0.5 | -2 | -1.0 | -18 | -0.9 | 3 | 6 | -1 | 11 | 12

Whole records from above.
CCOC(=O)c1oc2ccccc2c1NC(=O)c1ccc(Cl)s1 across the screens: BH1578 lux ind: -0.5; Rv3671c protease: -2; Mtb UGM inh: -1.0; SSB-PriA inh: -18; Mtb BioA inh: -0.9; 3CLpro inhibitor: 3; MazEF act: 6; Mtb FBA inh: -1; DUSP3 inh: 11; GDH-TPI counter: 12
Cc1cc(C)cc(NC(=O)C(OC(=O)c2ccc([N+](=O)[O-])o2)c2ccccc2)c1 (centres undefined) across the screens: BH1578 lux ind: -0.1; Rv3671c protease: -2; Mtb UGM inh: -0.7; SSB-PriA inh: 1; Mtb BioA inh: -0.3; 3CLpro inhibitor: 0; MazEF act: 3; Mtb FBA inh: -1; DUSP3 inh: -5; GDH-TPI counter: -3

Other entries
SMILES | BH1578 lux ind | Rv3671c protease | Mtb UGM inh | SSB-PriA inh | Mtb BioA inh | 3CLpro inhibitor | MazEF act | Mtb FBA inh | DUSP3 inh | GDH-TPI counter
CC1CN(CCOCCSc2ccccc2)CC(C)O1 (centres undefined) | -5.6 | 1 | -2.5 | -12 | · | -2 | 1 | 1 | -15 | 2
CCOC(=O)C1=C(O)C(Nc2nc3ccccc3s2)(C(F)(F)F)N=C1C (centres undefined) | 4.2 | 0 | -2.0 | -10 | 1.0 | 0 | 9 | -1 | 25 | 5
Cc1ccc(NC(=O)C(C)c2cccc(C(=O)c3ccccc3)c2)cc1O (centres undefined) | i | -18 | -0.7 | -1 | · | 2 | -5 | 4 | 1 | 6
CN1CCc2nc(NC(=O)COc3ccc4ccccc4c3)sc2C1 | 0.1 | -8 | -2.9 | 18 | · | 1 | 8 | 2 | -1 | -2
COc1ccc(S(=O)(=O)N(C)C[C@@H]2OCCCC[C@@H](C)Oc3ccc(NC(=O)NC(C)C)cc3C(=O)N([C@H](C)CO)C[C@@H]2C)cc1 | 4.2 | · | · | · | -1.4&-0.9 | · | 4 | 0 | · | 6
O=C(O)CCCC(=O)NCc1ccccn1 | i | -3 | -0.3 | -11 | -0.8 | -5 | 4 | -1 | -16 | -10
CC(=O)Nc1cccc(Oc2ncccc2[N+](=O)[O-])c1 | -0.6 | -9 | 3.1 | -8 | -1.4 | -3 | -6 | 0 | -9 | 3
Cc1ccc(S(=O)(=O)N(C)c2ccc(OCC(=O)Nc3ccc(C(=O)N(C)C)cc3)cc2)cc1C | i | -7 | 4.7 | 4 | · | · | 0 | 1 | · | 8
CCOC(=O)C1=C(CP(=O)(c2ccccc2)c2ccccc2)NC(=O)NC1c1ccc(OC)cc1 (centres undefined) | i | -6 | · | -6 | · | 4 | 3 | 3 | 13 | 4
COc1ccc(-c2ccc([C@H]3[C@H]4C=CC[C@@H](C)[C@@H]4C(=O)N3Cc3ccccc3)c(F)c2)cc1 | -0.6 | -4 | 0.4 | -11 | -1.3 | · | -13 | 3 | 11 | 3
O=c1c2ccccc2nc(/C=C/c2ccco2)n1-c1ccccc1O | 0.5 | -3 | 1.4 | -22 | 1.8 | 5 | -1 | 3 | 18 | 22
O=C(c1ccc(S(=O)(=O)N2CCOCC2)cc1)N1CCc2ccccc2C1 | -5.0 | -1 | -3.3 | -24 | 26 | -2 | -4 | -3 | 2 | -1

Overlap with the part before: three entries, then new ones.
SMILES | BH1578 lux ind | Rv3671c protease | Mtb UGM inh | SSB-PriA inh | Mtb BioA inh | 3CLpro inhibitor | MazEF act | Mtb FBA inh | DUSP3 inh | GDH-TPI counter
COc1ccc(-c2ccc([C@H]3[C@H]4C=CC[C@@H](C)[C@@H]4C(=O)N3Cc3ccccc3)c(F)c2)cc1 | -0.6 | -4 | 0.4 | -11 | -1.3 | · | -13 | 3 | 11 | 3
O=c1c2ccccc2nc(/C=C/c2ccco2)n1-c1ccccc1O | 0.5 | -3 | 1.4 | -22 | 1.8 | 5 | -1 | 3 | 18 | 22
O=C(c1ccc(S(=O)(=O)N2CCOCC2)cc1)N1CCc2ccccc2C1 | -5.0 | -1 | -3.3 | -24 | 26 | -2 | -4 | -3 | 2 | -1
Cc1ccccc1NC(=O)C1Cc2ccccc2CN1C(=O)c1ccco1 (centres undefined) | -5.6 | -1 | -1.2 | 5 | 1.0 | -1 | 5 | 3 | 49 | 6
CSCCC(NC(=O)COc1ccccc1)C(=O)N1CCN(C(C)=O)CC1 (centres undefined) | -0.4 | 5 | 1.5 | -6 | 0.2 | 1 | 3 | -2 | 18 | -12
c1ccc(Cn2nnnc2C(c2cccs2)N2CCc3ccccc3C2)cc1 (centres undefined) | i | 3 | 0.9 | -6 | -1.8 | 3 | -5 | 0 | 20 | -3
CN(C)CCNC(=O)C(=O)c1c(-c2ccccc2)cc2ccccn12 | -0.9 | 11 | 0.4 | -17 | 0.2 | -2 | -8 | -6 | 5 | 4
Cc1c(CN2CCN(CC(C)C)C(CCO)C2)[nH]c2ccc(Cl)cc12 (centres undefined) | -0.5 | 0 | -0.3 | -1 | 1.2 | -4 | 10 | 1 | -5 | 6
CCCCOC(=O)Nc1nnc(SCCOc2ccc(C)cc2)s1 | -0.4 | -3 | -1.7 | -3 | -0.3 | 3 | -7 | 0 | 5 | 7
O=C(NCc1cc(Cl)cc(Cl)c1)c1csc([C@@H]2O[C@H](CO)[C@H](O)[C@H](O)[C@H]2O)n1 | -0.9 | · | · | · | -0.5 | · | · | -2 | · | -5
CCOc1ccc(C(=O)CCC(=O)NCC(=O)Nc2ccc(F)c(F)c2F)cc1 | 0.1 | · | · | · | -0.4 | · | 1 | 2 | · | 6
COC(=O)c1ccc(S(=O)(=O)N2C3CCC2CC(NC(=O)NC2CCCCC2)C3)cc1 (centres undefined) | -3.7 | 1 | -2.7 | -13 | 0.4 | 4 | 7 | 0 | -8 | 5
NS(=O)(=O)c1ccc(SCc2ccccc2)nc1 | -7.1 | 1 | -1.9 | 0 | -4.2 | · | 7 | -1 | · | 1
CN(Cc1ccc(F)cc1)Cc1nc(-c2cnccn2)no1 | -0.3 | -5 | -1.7 | -11 | · | 5 | -7 | -1 | 22 | 1
C#CCNC(=O)C1=C[C@@H](c2ccc3c(c2)OCO3)C[C@@H](OCCCCO)O1 | -2.4 | -1 | 1.8 | -15 | 1.1 | · | 2 | 1 | · | 10
CCOC(=O)c1cc(-c2sc(NC(=O)c3ccccc3)nc2C)n(Cc2ccccc2)n1 | -0.2 | · | · | · | · | · | 3 | -1 | · | 9
COc1ccc(C(=O)N/C(=C\c2cccc([N+](=O)[O-])c2)C(=O)Nc2cccc(C(=O)O)c2)cc1 | 0.2 | 1 | 3.8 | -15 | · | 1 | 9 | -2 | -6 | 5
[O-]/C(=C(\C(=S)Nc1cccc2ccccc12)[n+]1ccccc1)c1ccc2c(c1)OCCO2 | -0.7 | -6 | -0.4 | 5 | -2.2 | 1 | 7 | 1 | 0 | 1
Cc1ccccc1OCC(=O)OC(C)CN1CCN(C)CC1 (centres undefined) | -1.9 | 5 | -0.2 | -15 | 0.0 | 2 | 4 | 4 | 19 | -4
CCOC(=O)C(C)N1C(=O)S/C(=C/c2cc(C)n(-c3ccncc3)c2C)C1=O (centres undefined) | i | -10 | -0.7 | 7 | -0.7 | 1 | 8 | -4 | 19 | -1
CC(C)(C)OC(=O)NCc1ccc(CNC(=O)c2nc[nH]c2C(=O)N2CCN(C(=O)OC(C)(C)C)CC2)cc1 | i | -10 | -1.0 | 17 | -0.1 | · | 1 | -2 | · | 1
Cc1ccc(N(CC(=O)N2CCCC2)S(C)(=O)=O)c(C)c1 | -0.7 | -6 | 0.4 | -12 | -1.3 | -1 | 7 | 0 | 12 | 1
CCC(C)[C@H]1CN=C(N)N1CCc1cccc2ccccc12 (some centres undefined) | -0.8 | 6 | 1.2 | -5 | 2.1 | · | 18 | 3 | · | 8
Fc1ccc(COc2ccc3ccccc3c2CNc2nn[nH]n2)cc1 | 0.5 | -1 | 0.0 | -4 | · | 0 | 4 | 0 | 22 | 3
CCc1nn2c(=O)c(F)c(N3CCNCC3)nc2s1 | i | · | · | · | 1.1 | · | · | 0 | · | -6
N#C/C(=C\c1ccc(F)cc1)C(=O)Nc1ccccn1 | i | 2 | 1.3 | 4 | -0.3 | 3 | -25 | 25 | 2 | 12
CCN1CCN(C(=O)CN(c2ccc(F)cc2)S(=O)(=O)c2ccc(OC)c(OC)c2)CC1 | -0.5 | -6 | -0.6 | -1 | 0.8 | -1 | -1 | 1 | 27 | 0
CCCCCOC(=O)CSc1n[nH]c(=O)[nH]c1=O | i | -3 | 1.8 | -9 | 0.3 | -5 | 10 | 0 | 7 | 1

A portion of the library; count on the stated rates, not on these rows.
